Compound activity as filed in PubChem.
DNMT1 block: DNMT1 (human) enzyme inhibition | P26358 | DNMT1 molecular beacon, Hinp1I cleavage, fluorescence | inhibition (reported as % activation of signal), % at 10 µM | 360,000 compounds, 0.83% hits; in the data active = inhibition above about 50%
Scp-1 inhibitor: Scp-1 (human) phosphatase inhibition. 340,000 compounds, 0.88% hits. AID 493091. Recombinant Scp1, phosphopeptide, malachite green phosphate absorbance. inhibition, % at 20 µM;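 active = inhibition above about 50% at 20 µM, limit read from the data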;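 note: plate controls were DMSO wells with enzyme for no effect and wells lacking enzyme for full effect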
Target sequence (Q9GZU7 76-261 limits assumed): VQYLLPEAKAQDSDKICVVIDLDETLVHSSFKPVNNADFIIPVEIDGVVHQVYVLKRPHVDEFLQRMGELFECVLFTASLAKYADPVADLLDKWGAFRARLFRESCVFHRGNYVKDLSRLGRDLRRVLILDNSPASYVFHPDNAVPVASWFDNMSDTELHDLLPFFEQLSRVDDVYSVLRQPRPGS
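System: truncated SCP-1 phosphatase (76-261aa); medium: Tris acetate buffer pH 5.5 with MgCl2 and Tween-20; incubation: 45 min room-temperature reaction, 5 min colour, 30 min stabiliser; compound: single 20 µM dose, 1% DMSO; reagent: Phosphorylated 17-residue peptide substrate; read-out: % inhibition at 20 µM; technique: colorimetric free-phosphate detection, absorbance 630 nm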
Rpn11 inh: blocks the human proteasome subunit Rpn11; O00487; human 26S proteasome, Ub4-pepOG fluorescence polarization; 20S core pre-blocked with epoxomicin; calls only at 20 µM; 360,000 compounds, 0.59% hits; AID 588493;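 active = inhibition at 20 µM, scaled to each plate's controls, above about 33%, limit read from the data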
Target sequence (O00487 whole entry, looked up): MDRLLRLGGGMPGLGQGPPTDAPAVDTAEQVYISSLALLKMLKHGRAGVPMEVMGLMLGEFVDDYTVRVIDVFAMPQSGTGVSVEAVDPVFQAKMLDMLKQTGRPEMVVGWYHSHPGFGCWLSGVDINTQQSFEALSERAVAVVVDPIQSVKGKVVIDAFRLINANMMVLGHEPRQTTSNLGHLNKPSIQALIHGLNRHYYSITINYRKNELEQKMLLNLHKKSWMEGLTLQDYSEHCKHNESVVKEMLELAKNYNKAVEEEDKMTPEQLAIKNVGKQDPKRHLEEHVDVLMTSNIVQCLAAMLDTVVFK
STEP inh: blocks human striatal-enriched tyrosine phosphatase | P54829 | recombinant STEP, OMFP fluorogenic substrate, fluorescence | inhibition, % at 20 µM | 360,000 compounds, 0.25% hits | AID 588621;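 active = inhibition at 20 µM, scaled per plate between control wells, above about 37%, limit read from the data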;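 note: 0% = DMSO with enzyme and substrate and 100% = substrate only without enzyme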
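Measure: Control-normalized % inhibition with plate pattern correction | Test system: STEP phosphatase, cell-free reaction | Medium: pH 6.0 Bis-Tris with DTT and Tween 20 | Technique: Fluorescence, 480/540 nm | Times: Reaction 20 min, ambient temperature | Doses: Single compound dose of 20 µM, 1% DMSO final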
SUMO1-SIM PPI: SUMO1-SIM interaction modulation; SUMO1 binding to a labelled peptide, TR-FRET, 1 h; 360,000 compounds, 0.33% hits; inhibition, % at 20 µM; P63165; AID 602429; in the data active = inhibition above about 37%
Target sequence (P63165 whole entry, looked up): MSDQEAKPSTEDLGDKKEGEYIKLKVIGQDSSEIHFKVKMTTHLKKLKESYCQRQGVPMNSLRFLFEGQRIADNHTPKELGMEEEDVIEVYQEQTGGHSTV
MsrA inh: inhibitors of bovine MsrA; 360,000 compounds, 0.75% hits; AID 651718; inhibition, % at 15.5 µM; purified bovine MsrA, absorbance read-out; in the data active = inhibition above about 4.5%;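 note: 0% = vehicle wells with enzyme and 100% = reference inhibitor wells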
Tb MetRS inh: Trypanosoma brucei MetRS inhibition; purified T. brucei MetRS, ATP depletion, Kinase-Glo luminescence; inhibition, % at 11.9 µM; 360,000 compounds, 0.4% hits; AID 624268;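 active = inhibition above a per-plate cutoff of the control wells' mean inhibition plus 3 SD, cut at about 5.5% in these data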;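 note: 0% = DMSO wells median and 100% = median of wells with control inhibitor compound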
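Dosing: 11.9 µM single point; system: parasite MetRS enzyme; technique: luminescence of leftover ATP; times: 15 min enzyme-compound preincubation, 2 h reaction, 10 min detection, 25 °C; replicates: each compound tested once; read-out basis: percent inhibition relative to median high and low control wells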
CSN inh: inhibitors of human CSN-mediated cullin deneddylation | AID 651999 | Purified CSN, SCF-Nedd8-OG deneddylation, fluorescence polarization | Q92905 | 360,000 compounds, 0.38% hits | inhibition, % at 12.5 µM;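 active = pattern-corrected inhibition above about 35%, with an unprinted fluorescence ratio check between 0.5 and 1.5, limit read from the data, passing the limit was not always enough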;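 note: 0% = enzyme with substrate and 100% = substrate without enzyme; some results filed as inactive read as strong as hits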
Target sequence (Q92905 whole entry, looked up, one chain of several): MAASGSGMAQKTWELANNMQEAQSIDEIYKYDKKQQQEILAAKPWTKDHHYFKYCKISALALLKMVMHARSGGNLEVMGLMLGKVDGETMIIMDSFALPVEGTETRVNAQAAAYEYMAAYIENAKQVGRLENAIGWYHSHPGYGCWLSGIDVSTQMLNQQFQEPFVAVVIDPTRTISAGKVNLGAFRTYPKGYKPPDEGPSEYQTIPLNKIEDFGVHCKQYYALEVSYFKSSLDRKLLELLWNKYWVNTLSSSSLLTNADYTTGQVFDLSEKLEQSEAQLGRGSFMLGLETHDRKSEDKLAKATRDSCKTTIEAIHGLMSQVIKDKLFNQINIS
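Assay system: Purified human Csn5 enzyme expressed in HEK293T cells | Amount: Enzyme 0.24 nM | Measured by: Fluorescence polarization readout | Medium: Tris/NaCl/DTT buffer, pH 7.5 | Compound dosing: One concentration, 12.5 µM, 0.25% DMSO | Times: 90 min incubation of compound, enzyme and substrate at room temperature | Control set: no-enzyme wells high, enzyme-with-substrate wells low | Read-out: % inhibition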
NadD inh: inhibitors of Staphylococcus aureus NadD. purified NadD enzyme, colorimetric absorbance read-out. inhibition, % at 20 µM. 360,000 compounds, 0.78% hits; in the data active = inhibition above about 26%; note: some compounds past the cut are filed as inactive
LMPTP block: blocks human LMPTP phosphatase | P24666 | recombinant LMPTP-A, OMFP fluorogenic substrate, fluorescence intensity | inhibition, % at 20 µM | 360,000 compounds, 0.22% hits | AID 651560;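 active = compounds that cut the enzyme signal by at least half of the control window in the single-dose screen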;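 note: plate controls were DMSO wells with enzyme plus substrate for no effect and substrate without enzyme for full effect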
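Assay system: LMPTP-A, protein tyrosine phosphatase of low molecular weight / Medium: pH 6.0 Bis-Tris buffer with DTT and Triton X-100 / Schedule: 50 min enzyme reaction at room temperature, protected from light / Measured by: endpoint fluorescence intensity from OMFP dephosphorylation / Read-out basis: % inhibition relative to no-enzyme and uninhibited control wells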
Active calls of the source: *; i = inactive; x = not tested or not shown. Compounds as they come. About 3.9% of those tested had a hit in this group.

SMILES | DNMT1 block | Scp-1 inhibitor | Rpn11 inh | STEP inh | SUMO1-SIM PPI | MsrA inh | Tb MetRS inh | CSN inh | NadD inh | LMPTP block
C=C(C)Cn1c(=S)[nH]c2ccccc2c1=O | 2 | -2 | i | -3 | 0 | 0.9 | -0.2 | -1 | 4 | -1.5
CC(C)Cn1c(N)c(C(=O)COC(=O)c2cccnc2Cl)c(=O)n(C)c1=O | 2 | -3 | i | 0 | 4 | 0.6 | -0.3 | -5 | 1 | 1.3
CC(=O)c1ccc(OCCCC(=O)Nc2ccc(C)c(S(=O)(=O)N(C)C)c2)cc1 | -2 | -11 | i | 0 | 0 | 1.4 | 0.2 | -5 | -9 | -0.6
CSc1cccc(NC(=S)N(CCC(C)C)C(C)c2ccncc2)c1 (centres undefined) | -1 | 1 | i | 1 | -1 | -0.4 | -0.1 | -5 | 0 | 2.1
O=C(CNS(=O)(=O)c1ccccc1)N/N=C/c1ccccc1[N+](=O)[O-] | 0 | 0 | i | 0 | -23 | 0.6 | 2.8 | -9 | -2 | -0.2
O=C(COC(=O)c1cc(=O)[nH]c(=O)[nH]1)Nc1cccc(Cl)c1 | -1 | -5 | i | -3 | 7 | -0.4 | 1.6 | -2 | -4 | -1.1
Cc1ccc(CC2(c3ccccc3)NC(=O)NC2=O)cc1 (centres undefined) | -2 | -2 | i | -5 | 5 | 0.6 | 0.2 | -2 | 3 | -0.5
CCCCn1c(N)c(N(CCOC)C(=O)c2ccc(-c3ccc([N+](=O)[O-])cc3)o2)c(=O)[nH]c1=O | -2 | -2 | i | 7 | -30 | 3.2 | 0.3 | 2 | 4 | 1.8
Cc1cc(/C=N\NC(=O)COc2cccc3cccnc23)c(C)n1-c1ccc(Br)cc1 | -16 | -2 | i | 4 | -2 | 1.4 | 0.1 | 4 | 28 | 4.1
Cc1c2c(nc3ccccc13)CCC(C(C)(C)C)C2 (centres undefined) | 0 | -3 | i | -1 | 0 | -0.7 | 0.6 | -13 | -2 | 5.9
Cn1nc(C(C)(C)C)cc1C(=O)NNC(=O)c1ccc(C(F)(F)F)cc1 | 0 | 3 | i | -3 | 1 | -1.6 | 0.0 | 13 | -3 | -0.7
COc1ccc(CNC(=O)CN2C(=O)COc3ccc(S(=O)(=O)N4CCC(C)CC4)cc32)cc1 | 0 | -10 | i | -2 | 4 | -1.4 | 0.0 | -10 | -2 | -0.3
CC(C)CNC(=O)NC(=O)COC(=O)c1cccc(NS(=O)(=O)c2ccc(F)c(F)c2)c1 | 1 | -10 | i | -6 | -4 | -0.4 | 0.7 | -2 | -9 | 2.3
COc1ccccc1-n1c(SCC(=O)OC(C)C)nc2cccnc21 | -2 | -8 | i | 1 | -6 | 0.8 | -1.0 | -1 | -6 | -1.4
Cc1ccc(NC(=O)CSc2nnc(-c3ccccn3)n2N)cc1F | -3 | -4 | i | -1 | 1 | -0.7 | 0.3 | 0 | 4 | 0.1
CN(C(=O)COC(=O)c1cc([N+](=O)[O-])ccc1Sc1ccccc1)C1CCS(=O)(=O)C1 (centres undefined) | -2 | -7 | i | -3 | -22 | 1.2 | -0.7 | 0 | 4 | 0.6
CCOC(=O)c1sc(NC(=O)C(CC)Sc2nnc3c4ccccc4n(CC)c3n2)nc1C (centres undefined) | -4 | -9 | i | 0 | -1 | 0.3 | -1.0 | -3 | 3 | 1.0
CCOC(=O)NC(=O)/C(C#N)=C(/C)N(C)C | 0 | -8 | i | 1 | 3 | 1.9 | 1.0 | -1 | 0 | -1.2
CC1(C)Cc2c(C#N)c(OCC(=O)c3ccc(Cl)cc3)nc(-c3ccco3)c2CO1 | -1 | -12 | i | 2 | -4 | -0.2 | -1.2 | 2 | 4 | 0.1
CONC(=O)c1cc(OCC(F)(F)F)ccc1OCC(F)(F)F | 3 | -13 | i | -7 | -3 | 0.3 | -0.9 | -3 | -1 | -1.7
O=C(Nc1ccsc1C(=O)O)c1cccc(Oc2ccccc2)c1 | 0 | -16 | i | 1 | 12 | 0.6 | -0.3 | -1 | -8 | -1.1
Cc1ccc(S(=O)(=O)N2CCC(C(=O)Nc3ccc4c(c3)OCO4)CC2)cc1 | -8 | 2 | i | -2 | 4 | 1.5 | -1.2 | 3 | -3 | 0.6
Cn1c(COc2ccccc2)nnc1SCC(=O)Nc1nnc(C2CC2)s1 | -8 | -3 | i | -2 | -1 | 1.6 | 0.1 | -1 | 6 | -0.8
CCOc1ccccc1C(=O)NC1CCNCC1 | -1 | -4 | i | 0 | 1 | -0.1 | -0.4 | -2 | -3 | -2.1
Cc1cc(C)nc(Nc2cccc3ccccc23)n1 | 3 | -6 | i | 0 | 0 | 1.4 | -0.1 | 9 | -1 | -0.8
CCCC[C@@H]1C=C(C(=O)O)[C@H](c2ccc(C#N)cc2)N1S(=O)(=O)c1ccc(C)cc1 | 0 | 21 | i | -4 | 12 | -0.1 | -0.8 | -2 | 0 | -0.6
Cc1ccc(S(=O)(=O)/N=C(/c2ccc(F)cc2)N(C)C)cc1 | 0 | -6 | i | -3 | 2 | -1.7 | -0.8 | -3 | -2 | -1.8
O=c1ccc2ccc(OCc3nnc(-c4ccccc4Br)o3)cc2o1 | -5 | -3 | i | 0 | -2 | -0.5 | 0.0 | 2 | -4 | 0.4
Cc1ccc(S(=O)(=O)N2CCN(C(=O)c3ccc4c(c3)OCO4)CC2)cc1 | -1 | 6 | i | 0 | -4 | -0.4 | -0.8 | 2 | -3 | 1.4
CCOC(=O)C1CCN(c2ncnc3c2oc2ccc(Cl)cc23)CC1 | -2 | -6 | i | 2 | -3 | 0.0 | -0.9 | -1 | 0 | -1.0

Two of the compounds above, tab-delimited.
SMILES	DNMT1 block	Scp-1 inhibitor	Rpn11 inh	STEP inh	SUMO1-SIM PPI	MsrA inh	Tb MetRS inh	CSN inh	NadD inh	LMPTP block
O=c1ccc2ccc(OCc3nnc(-c4ccccc4Br)o3)cc2o1	-5	-3	i	0	-2	-0.5	0.0	2	-4	0.4
Cc1ccc(S(=O)(=O)N2CCN(C(=O)c3ccc4c(c3)OCO4)CC2)cc1	-1	6	i	0	-4	-0.4	-0.8	2	-3	1.4

(further entries)
SMILES | DNMT1 block | Scp-1 inhibitor | Rpn11 inh | STEP inh | SUMO1-SIM PPI | MsrA inh | Tb MetRS inh | CSN inh | NadD inh | LMPTP block
COC(=O)c1cc(NC(=S)N2CCN(c3ccccn3)CC2)cc(C(=O)OC)c1 | 10 | 0 | i | 2 | 2 | 1.3 | 0.4 | -7 | -6 | 1.8
CCOC(=O)C1=C(CNCCc2ccc(Cl)cc2)NC(=O)NC1c1ccc2c(c1)OCO2 (centres undefined) | -6 | 2 | i | 3 | -2 | 0.3 | -0.1 | 1 | 1 | 1.4
Cc1cc(C)cc(C(O)c2ncc(-c3ccccc3Cl)[nH]2)c1 (centres undefined) | 1 | x | i | -1 | 5 | 0.8 | 0.2 | 0 | -3 | 2.4
Oc1ccc(/C(Cc2ccccn2)=N\Nc2ccccc2)c(O)c1 | -13 | -5 | i | -1 | 0 | 1.0 | -0.2 | -1 | -1 | 0.2
O=C(OCCc1cc2ccccc2c(=O)o1)c1ccc2c(c1)OCO2 | 71* | -4 | i | 1 | 8 | -0.2 | 0.3 | 2 | -8 | 17
Cc1cc(C)nc(/N=C(/NC(=O)Nc2ccc(Cl)c(Cl)c2)Nc2cccc(Cl)c2)n1 | -1 | 14 | i | 4 | 1 | 0.2 | 0.0 | -1 | 4 | 1.8
COc1ccc(CC(=O)NC2CCSc3ccccc32)cc1OC (centres undefined) | -1 | -2 | i | -3 | 4 | -0.8 | -0.3 | -2 | -7 | -0.5
CC(NC(=O)COC(=O)c1ccc2c(=O)n3c(nc2c1)CCCCC3)c1ccc(F)cc1 (centres undefined) | 0 | x | i | 1 | 1 | 0.8 | -0.2 | -2 | 7 | 0.0
c1ccc(-c2nc(-c3ccncc3)n[nH]2)nc1 | 0 | -7 | i | 0 | 4 | -0.5 | -0.5 | 0 | 8 | -3.2
O=C(Nc1ccc(CN2CCS(=O)(=O)CC2)cc1)c1ccccc1 | -6 | -5 | i | -3 | 4 | 0.0 | -0.2 | 1 | -3 | -0.9
COc1ccc(NC(=S)NC2CCCCC2)cn1 | -1 | -4 | i | 0 | -2 | 1.2 | -0.1 | 0 | -2 | -1.6
OC1COC(O)C(O)C1O (centres undefined) | 2 | 32 | i | -5 | -1 | -0.6 | -1.0 | -5 | -6 | -1.8
O=C(CNC(=O)c1ccc(Br)o1)NNC(=O)c1ccccc1 | 5 | -11 | i | -3 | -2 | -0.1 | -0.1 | 0 | 2 | -1.4
CC(=O)c1cccc(NC(=S)NCCc2ccc(Cl)cc2)c1 | -3 | 0 | i | -1 | -4 | 1.5 | -0.8 | 2 | -1 | 2.0
Cc1ccc([N+](=O)[O-])cc1S(=O)(=O)Nc1cccc(S(=O)(=O)NC2=NCCC2)c1 | 3 | 5 | i | -1 | -27 | 1.6 | 0.0 | 4 | 4 | 0.1
Cc1cc(C)[n+](C)n1CC(O)Cn1c2ccccc2c2ccccc21 (centres undefined) | -1 | 9 | i | -4 | 5 | 1.1 | -0.6 | -6 | 12 | 0.7
O=C(COc1ccc([N+](=O)[O-])cc1Cl)NCCc1ccccc1 | -6 | -2 | i | -3 | -16 | 0.7 | 1.5 | -3 | 2 | 1.5
N#Cc1cccc(NC(=O)CC2CCCCC2)c1 | -1 | -6 | i | 0 | 2 | 1.0 | -0.1 | 0 | -5 | 0.0
Cc1cccc2cc3c(N)c(C(=O)N4CCCc5ccccc54)sc3nc12 | -16 | -3 | x | -2 | -5 | 1.6 | 0.7 | 33 | 12 | 6.0
C#CCNC(=O)C[C@@H]1C[C@@]2(C(=O)OC)CCCCC=C2N(Cc2cccc3ccccc23)C1=O | x | x | x | x | -1 | -0.3 | -0.1 | 3 | 5 | 0.0
CC1CCCC(NS(=O)(=O)c2cc3c(cc2Cl)NC(=O)CO3)C1C (centres undefined) | 2 | -12 | i | -2 | 3 | -0.3 | -1.0 | -1 | -3 | -0.4
N#CCCN(C(=O)COC(=O)CCc1nc2ccccc2c(=O)[nH]1)c1ccc(F)cc1 | 4 | 10 | i | -1 | -3 | 0.0 | -0.8 | -2 | -5 | -0.9
